# From PubChem
# E-sel TNF inh: blocks E-selectin expression induced by TNF alpha | HUVEC TNFa-induced E-selectin immunofluorescence, high content | inhibition, % at 2 µM | 120,000 compounds, 0.71% hits | AID 1246;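 active = inhibition above the batch mean plus 3 SD, and confirmed as a hit on visual image review, cut at about 43% in these data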;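 note: 0% = TNF-stimulated DMSO wells and 100% = unstimulated control wells; not every result past the cut was called active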
# Measles CPE: protection of cells from measles virus; 140,000 compounds, 1.5% hits; Measles virus-infected cells, CPE protection, absorbance; protection (pct of control), % at 4 µM; in the data active = protection mostly above about 24%, no sharp cut-off; inactive = mostly below about 26%; note: some compounds called inactive have numbers as strong as hits
# Yeast growth inh: reduces growth of yeast BB579 in restrictive medium; S. cerevisiae BB579 growth, OD615, 48 h; 140,000 compounds, 0.51% hits; inhibition, % at 10 µM;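 active = inhibition above a set limit, 3 SD over the mean compound inhibition, cut at about 44% in these data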; note: inactives centre near -24
#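 Material: Saccharomyces cerevisiae DeaD strain BB579, replicative lifespan model yeast; buffer or medium: CSMM-D restrictive synthetic medium containing dextrose (glucose); compound: 10 µM single dose, DMSO 0.25%; timing: 48 h compound exposure at 30 °C after 4 h preincubation; signal: turbidity as optical density at 615 nm; benchmarks: positive control amphotericin B 10 µg/mL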
# Phagocyt inh: blocks phagocytosis by macrophages | J774A.1 macrophage IgG-bead phagocytosis, imaging | inhibition, % at 5 µM | 110,000 compounds, 0.07% hits;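 active = inhibition above the mean of the plate negative controls plus 5 SD, cut at about 13% in these data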;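 note: phagocytic index as fraction of beads internalized from green versus red external bead signal; plate controls were DMSO negative control for no effect and cytochalasin-D positive control for full effect; some results beyond the cut were filed as inactive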
# HCT116 PTEN-null: PTEN-deleted cell growth suppression; viability, % at 10 µM; HCT116 PTEN-null viability, CellTiter-Glo, 60 h; active compounds read low; 140,000 compounds, 1.2% hits;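 active = viability at or below a set limit, 4 SD under the median of all tested compounds, cut at about 3.7% in these data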;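 note: PTEN knockout HCT116 line with beta catenin targeted HCT116 as companion control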
# HCT116 bCat-KO: beta-catenin-lacking colon tumor cell growth suppression; HCT116 beta-catenin knockout viability, CellTiter-Glo, 60 h; active compounds read low; AID 818; 140,000 compounds, 1.5% hits; viability, % at 10 µM;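 active = viability at or under a set limit, the compound median less 4 SD, cut at about 6% in these data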;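 note: 0% = Hyamine 1622 control at 20 µM and 100% = untreated cell control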
# GALR2 antag: GALR2 (human) receptor antagonism | inhibition, % at 4 µM | AID 828 | GALR2-expressing cells, antagonist mode | O43603 | 140,000 compounds, 0.39% hits; in the data active = inhibition above about 27%;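 note: cells stimulated with galanin 1-16 at roughly its EC80; 0% = agonist challenge control and 100% = basal control without agonist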
# Target sequence (O43603 whole entry, looked up): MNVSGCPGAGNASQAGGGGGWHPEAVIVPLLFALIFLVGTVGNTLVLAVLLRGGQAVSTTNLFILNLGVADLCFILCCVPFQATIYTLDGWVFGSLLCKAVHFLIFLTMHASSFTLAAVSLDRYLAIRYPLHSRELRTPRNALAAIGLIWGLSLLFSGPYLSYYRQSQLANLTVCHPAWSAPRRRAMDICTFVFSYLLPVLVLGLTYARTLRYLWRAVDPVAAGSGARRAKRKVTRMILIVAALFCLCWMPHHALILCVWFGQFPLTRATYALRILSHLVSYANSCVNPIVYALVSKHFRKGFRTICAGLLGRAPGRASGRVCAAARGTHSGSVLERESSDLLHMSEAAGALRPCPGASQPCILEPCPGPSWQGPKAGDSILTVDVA
# NPY-Y2 antag: antagonists of human neuropeptide Y receptor Y2 | AID 793 | NPY-Y2 expressing cells, antagonist mode | P49146 | inhibition, % at 2.7 µM | 140,000 compounds, 0.99% hits; in the data active = inhibition above about 17%;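 note: 0% = vehicle with agonist challenge and 100% = reference antagonist with challenge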
# Target sequence (P49146 whole entry, looked up): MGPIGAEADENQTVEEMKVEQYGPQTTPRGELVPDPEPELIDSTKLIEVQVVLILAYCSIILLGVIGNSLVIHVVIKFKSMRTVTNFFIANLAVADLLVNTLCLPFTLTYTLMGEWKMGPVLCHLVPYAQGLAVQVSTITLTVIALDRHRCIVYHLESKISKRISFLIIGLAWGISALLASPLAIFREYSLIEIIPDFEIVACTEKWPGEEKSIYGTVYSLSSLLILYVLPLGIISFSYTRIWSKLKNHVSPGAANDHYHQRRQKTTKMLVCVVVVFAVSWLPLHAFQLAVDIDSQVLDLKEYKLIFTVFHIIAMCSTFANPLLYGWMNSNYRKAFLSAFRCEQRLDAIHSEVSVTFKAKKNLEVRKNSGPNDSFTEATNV
# Yeast life ext: yeast lifespan extension. S. cerevisiae growth with nicotinamide, OD615; deaD strain in restrictive glucose medium. inhibition of the nicotinamide effect, % at 10 µM. 130,000 compounds, 0.68% hits;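 active = inhibition above a set limit, placed 3 SD over the median of all compounds, cut at about 26% in these data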;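 note: 0% = nicotinamide-treated wells and 100% = cells grown without nicotinamide; some compounds called inactive have numbers as strong as hits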
#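 Buffer or medium: CSMM-D glucose medium, restrictive; test system: modified budding yeast, DeaD strain; compound: single dose 10 µM compound, 0.25% DMSO; schedule: culture preincubation 4 h, compound exposure 48 h, both 30 °C; detection: optical density (absorbance) at 615 nm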
# MRP-1 activ: activators of MRP-1. 140,000 compounds, 0.61% hits. AID 799. H69AR cells + doxorubicin, viability rescue, CellTiter-Glo. viability increase, % at 10 µM;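 active = viability gain under doxorubicin at or above a set limit, the compound median plus 3 SD, cut at about 4.7% in these data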;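 note: MRP-1 overexpressing cells given doxorubicin 25 µM after compound pretreatment; 18-22 h compound pretreatment then 72 h with doxorubicin before readout; 0% = doxorubicin-only wells and 100% = vehicle-treated cells without doxorubicin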
# Active calls of the source: *; x = not tested or not shown.
entry	canonical_smiles	E-sel TNF inh	Measles CPE	Yeast growth inh	Phagocyt inh	HCT116 PTEN-null	HCT116 bCat-KO	GALR2 antag	NPY-Y2 antag	Yeast life ext	MRP-1 activ
1	COc1ccc(NC(=O)CSc2ccc(-c3ccccn3)nn2)cc1OC	x	4	-3	-7	17	20	13	3	3	-4.2
2	O=C(CSc1nc2c(c(=O)n1-c1ccc(Cl)cc1)SCC2)NCc1ccco1	x	7	-35	-2	82	80	19	8	-10	-1.1
3	COCCNC(=S)NC(=O)CC12CC3CC(CC(C3)C1)C2	-5	5	-41	-16	86	85	-2	3	7	-3.0
4	CCOC(=O)c1cc2sccc2n1Cc1ccc(C#N)cc1	4	5	-33	-1	59	66	-5	12	-18	-1.8
5	CCC1CCCCN1C(=O)CSc1nnc(-c2ccc(Cl)cc2)o1 (stereo not given)	x	24	18	1	70	70	-8	3	4	0.3
6	Cc1c2c(nc3c(C(=O)NC4CCCCC4C)cnn13)CCCC2 (stereo not given)	-36	6	-36	-1	90	85	8	8	10	-0.7
7	CCOc1cc(CNc2ccccc2)cc(Br)c1OCc1ccccc1F	-21	4	-45	x	51	64	0	1	-11	1.1
8	COc1ccccc1-n1cnnc1SCC(=O)Nc1ncc(Cl)cc1Cl	31	10	8	0	88	85	13	0	-7	-0.4
9	CCOC(=O)C1C(=O)CC(C)(O)C(C(=O)OCC)C1c1cccc(OC)c1 (stereo not given)	-4	3	-20	0	95	86	2	1	-15	-2.3
10	Cc1cc(C)n(-c2nc3c(c(=O)[nH]c(=O)n3C)n2C)n1	-9	0	-17	-1	91	111	0	4	-6	-0.7
11	COc1ccc(-c2cc(C(=O)Nc3sc4c(c3C#N)CCCC4)c3ccccc3n2)cc1OC	-3	11	-53	x	81	91	1	13	-12	3.4
12	CCOC(=O)C1=C(NC(=S)NC(=O)c2ccccc2)c2ccccc2CC1C(C)C (stereo not given)	-16	50*	-43	-1	69	73	-9	1	-9	-1.1
13	CCOC(=O)c1sc(NC(=O)/C=C/c2c(F)cccc2Cl)nc1C	2	8	-38	-3	89	97	-5	1	1	-0.8
14	Cn1cc(-c2nnc(-c3ccccc3)o2)c2ccccc21	3	22	-13	x	82	84	5	4	-16	-3.8
15	Cc1ccc(CNC(=O)Cn2cccc2C(=O)c2ccccc2)cc1	9	23	6	-1	92	102	-2	2	-9	-0.5
16	COc1ccccc1NS(=O)(=O)c1cccc(C(=O)NN)c1	-5	4	1	-3	89	99	3	3	-24	-2.6
17	COc1cc(NC(=O)CSc2nc3ccccc3c(=O)n2C)ccc1NC(=O)c1ccco1	6	16	-9	-1	103	98	-8	2	-5	-1.3
18	CCC(C)NC(=O)c1cc(-c2ccc(OC)cc2)on1 (stereo not given)	7	10	-38	0	94	85	-9	4	-20	2.5
19	CCOC(=O)NC(=O)/C(C#N)=N/Nc1ccc(F)cc1	-37	9	-31	2	89	99	-9	6	-16	-0.2
20	Cc1occc1C(=O)NC(C)c1ccc2c(c1)OCO2 (stereo not given)	-47	5	-18	0	100	90	2	0	-2	-1.6
21	Cc1c(NC(=O)c2ccc(Br)o2)cccc1C(=O)O	7	18	-24	-1	98	89	-9	3	-14	-2.3
22	Cc1cc(C(=O)CSc2nnc3ccccn23)c(C)n1-c1ccccc1	x	28	-6	-3	102	97	14	2	-2	-1.9
23	O=C(COC(=O)c1ccc(S(=O)(=O)N2CCCC2)cc1)NCc1ccc(Cl)cc1	11	18	-37	x	96	99	-9	1	-1	-1.1
24	COc1cc2cc(CN(Cc3nnnn3Cc3ccco3)C3CCCCC3)c(=O)[nH]c2cc1OC	x	4	-25	1	62	72	3	3	-22	-2.5
25	C=CCn1c(SCC(=O)NCc2ccc3c(c2)OCO3)nnc1C1COc2ccccc2O1 (stereo not given)	1	7	-81	0	107	93	1	3	-11	-0.2
26	COc1ccccc1NS(=O)(=O)c1ccc(NC(C)=O)cc1	17	7	32	1	86	92	-18	0	-7	-2.7
27	Cc1nnc(SCC(=O)Nc2ccc3c(c2)OCO3)o1	x	17	-60	-1	105	103	6	4	-4	-1.2
28	CCOC(=O)CSc1nnc(N)s1	-87	13	3	-3	98	99	8	-3	-11	-0.3
29	CCCCn1c2ccccc2c2nnc(SCC(=O)NC3=NN=C(c4ccccc4)CS3)nc21	45	3	-8	-12	50	53	-17	4	10	-6.1
30	Cc1nc(NCc2ccco2)c2oc3ccccc3c2n1	8	15	-34	0	81	88	12	5	-12	-1.5
31	CC(C)Nc1nnc(SCC(=O)/C=C2\N(C)c3ccccc3C2(C)C)s1	-8	12	-39	-9	79	81	-2	3	-2	-1.5
32	Cc1cc(=O)[nH]c2c1cnn2Cc1ccccc1	19	5	-11	-2	90	87	5	5	4	-0.3
33	CSc1nc2nccc(-c3ccc(Cl)cc3)n2n1	6	7	-68	-1	96	95	-20	3	-14	-1.4
34	CCOC(=O)N1CCC(N2C(=O)c3ccccc3C2Nc2cc(Cl)c(OC)cc2OC)CC1 (stereo not given)	x	15	2	0	54	55	-7	0	-7	-3.8
35	O=C1CCC(=O)N1OCCCCOc1ccccc1	15	17	-17	x	105	95	9	1	-9	0.1
36	Cc1ccc(C(=O)N/C(=C\c2cccs2)C(=O)NCC2CCCO2)cc1C (stereo not given)	x	18	-33	-4	104	87	7	3	7	-1.8
37	COc1ccccc1N1CCN(CCOc2c(OC)cccc2OC)CC1	7	3	11	2	51	49	-3	5	-9	-1.0
38	CCCCC(NC(C)=O)c1nc2ccccc2n1CCC (stereo not given)	-11	7	-20	x	101	92	3	-2	-5	-2.0
39	CCOc1ccccc1Oc1c(C)oc2c(CN3CCN(C)CC3)c(O)ccc2c1=O	x	3	-20	0	100	96	-8	8	-18	-3.9
40	COc1ccc(C(=O)Nc2ccccc2C(=O)N(Cc2ccco2)C(C(N)=O)C(C)C)cc1 (stereo not given)	x	28	-9	x	1.0*	1.1*	-2	0	-21	-6.0
41	CC(C)(O)c1nnn(-c2ccccc2)c1C(F)(F)F	26	12	10	2	99	104	-17	1	-5	-1.4
42	COc1ccc(OC)c(NC(=O)Nc2cccc3ccccc23)c1	6	15	-51	0	100	85	15	-1	-14	-2.2
43	O=C(NC1CC1)c1cccc(Br)c1	x	4	-18	-2	110	94	10	1	-2	-0.2
44	CC(=O)c1cccc(NC(=O)c2cc(C(C)C)on2)c1	x	4	-87	0	110	112	6	3	-11	-0.7
45	O=S(=O)(Cc1ccc(Cl)cc1)N1CCCC1	-16	8	-32	0	89	90	5	0	9	1.2
46	COc1cc2cc(C(N)=O)c(N)nc2cc1OC	-17	6	-21	-1	89	94	-2	3	-2	-1.5
47	COc1ccc(N=c2oc3ccc(OC)cc3cc2-c2nc3ccccc3[nH]2)cc1	-4	11	-24	1	7	22	-10	1	-14	-7.2
48	Cc1cc(C)nc(NC(=O)c2c(-c3c(Cl)cccc3Cl)noc2C)n1	-6	4	-46	0	73	77	-7	1	-5	-3.3
49	Cc1ccc(Nc2cc(=O)[nH]c(=O)[nH]2)c(C)c1	9	5	-11	x	104	95	0	2	-17	-2.3
50	CCOc1cc(NC(=O)CC(C)C)c(OCC)cc1NC(=O)CCn1nnc2ccccc21	x	6	-72	-2	89	90	-17	2	-11	-0.1
51	c1cncc(-c2nc(NCC3COc4ccccc4O3)c3ccccc3n2)c1 (stereo not given)	-13	6	-49	-1	26	39	5	1	-16	-2.6
52	CN(C)C(=O)N1CCC(C(=O)NCc2ccc(F)cc2)CC1	x	12	-60	0	105	105	5	0	-5	0.1
53	CCC(=O)N1CCN(c2ccc(Cl)cc2NC(=O)c2ccc3c(c2)OCCO3)CC1	-3	29	-58	-2	72	85	-9	4	-12	-2.2
54	CC(=O)Nc1cc2c(cc1Br)OCCO2	-2	11	-3	0	103	99	0	1	-3	-0.2
55	CCOc1ccc(OCC)c(C2C(C#N)=C(N)N(c3cccnc3)C3=C2C(=O)CC(C)(C)C3)c1 (stereo not given)	15	10	16	1	83	93	6	1	-9	-0.6
56	Cc1ncc([N+](=O)[O-])n1CCOC(=O)NC(NCc1ccccc1)C(Cl)(Cl)Cl (stereo not given)	-12	15	-35	x	89	86	4	1	-18	-3.6
57	CCC(C)(C)NC(=O)C(c1ccc(C)cc1)N(Cc1cccnc1)C(=O)c1csnn1 (stereo not given)	9	4	-31	x	84	81	-11	7	x	-3.5
58	N#Cc1c(-c2cccc(F)c2)cc(-c2ccccc2)nc1Br	-11	5	-23	x	56	49	-9	10	-10	0.1
59	CC1CCN(C(=O)CSc2nnc(Cn3c(=O)sc4ccccc43)n2C)CC1	-23	11	-23	x	100	89	7	7	1	-2.5
60	COc1ccc(CNC2CCCCC2C)c(OC)c1 (stereo not given)	-25	18	-17	0	85	89	22	3	-5	-1.2

# Later entries.
entry	canonical_smiles	E-sel TNF inh	Measles CPE	Yeast growth inh	Phagocyt inh	HCT116 PTEN-null	HCT116 bCat-KO	GALR2 antag	NPY-Y2 antag	Yeast life ext	MRP-1 activ
61	CN(C(=O)c1ccc2c(c1)OCO2)C1(C(=O)NC2CCCC2)CCCCC1	-28	22	0	-3	68	59	9	2	-5	-1.8
62	O=C(CN1CCN(S(=O)(=O)c2ccc(Br)cc2)CC1)N/N=C/c1cccnc1	24	7	-24	-10	91	91	-2	-3	-5	-2.0
63	CCc1ccc(/C=C/C(=O)c2ccc(S(=O)(=O)N(C)C)cc2)cc1	53	6	-32	4	15	13	-12	2	2	-6.6
64	Cc1nc2nc(C)c(CCC(=O)Nc3ccc4c(c3)OCO4)c(C)n2n1	-3	38	-12	0	93	96	6	3	2	-1.8
65	COc1ccccc1N(CC(=O)NC1CCCC1)C(=O)c1csnn1	-10	9	-37	-1	95	96	-5	1	8	-1.6
66	CCc1ccc(NC(=O)CSc2nc3ccccc3c(=O)n2CCCC(=O)N2CCCC2)cc1	-17	14	-41	0	55	52	-5	5	-2	-4.2
67	CCOC(=O)c1ccc(NC(=O)CSC2=NC(=O)C(CC)C(=O)N2)cc1 (stereo not given)	-5	8	-23	x	87	89	0	1	-2	-3.4
68	Cc1noc(C)c1CSc1nnc(-c2ccncc2)n1-c1ccc(Cl)c(Cl)c1	-17	7	-26	1	92	83	-7	6	-5	-1.7
69	Cc1cc2ccccc2n1CCNC(=O)COc1ccccc1	x	5	-64	-2	96	89	x	x	-9	0.9
70	O=C1CCC2c3ccc4ccccc4c3CCN12 (stereo not given)	14	16	-21	x	97	94	-5	4	x	-3.5
71	Cc1cc(NC(=O)c2cc(-c3cccc(Cl)c3)on2)no1	x	5	-14	0	107	105	5	2	-6	0.4
72	O=C(N/N=C/CCc1ccccc1)c1ccccc1	7	4	-31	-4	78	91	4	4	-15	-2.3

# Quoted from the listing.
# GALR2 antag result of `Cc1cc(NC(=O)c2cc(-c3cccc(Cl)c3)on2)no1` is entered as 5
# Yeast life ext result of `Cc1nc2nc(C)c(CCC(=O)Nc3ccc4c(c3)OCO4)c(C)n2n1` is entered as 2
